Source: PubChem (National Center for Advancing Translational Sciences (NCATS))
CXXC DNA block – inhibitors of human MLL CXXC domain-DNA interaction; Q03164; Potency, µM (titrated, usually from 115 µM), without a hit: at the highest dose activity change, negative = inhibition, most hits filed as inhibitors; 0.037% of 290,000 active; MLL-CXXC / FITC-HOXA9 DNA fluorescence polarization; active means well fitted inhibition curve with a large enough effect in the polarisation, with a control signal flat, not every such curve was filed as active; inconclusive means small, poorly fitted or top-dose-only effect, or effect the other way, or a change in a side signal; inactive means no such curve, though single readings can be large or run the other way; the % refers to the polarisation; further: potency means the concentration at half of the fitted maximal effect
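Purified MLL-CXXC (added from a 7 uM solution) was preincubated 5 min at ambient with pinned compounds in 50 mM Tris-HCl pH 7.5, 50 mM NaCl, 1 mM DTT, 0.05% BSA. Fluorescein-labeled HOX-A9 DNA (50 nM solution) followed, 30 min, then polarization read.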
PTAP TSG101 blk – blocks PTAP/TSG101 interaction to inhibit HIV-1 budding; Q99816; Fluorescence polarization, FITC-PTAP peptide / Tsg101 binding; Potency, µM (titrated, usually from 115 µM), inactives show top-dose activity change, negative = inhibition, usual class: inhibitors; 340,000 tested, under 10 active; AID 493005; active means well fitted inhibition curve with a large enough effect in the main read-out, with a control signal flat, not every such curve was filed as active; inconclusive means small, poorly fitted or top-dose-only effect, or effect the other way, or a change in a side signal; inactive means no such curve, though single readings can be large or run the other way; further: potency means the concentration at half of the fitted maximal effect; % of control where 0% means no effect
Target sequence (Q99816 whole entry, looked up): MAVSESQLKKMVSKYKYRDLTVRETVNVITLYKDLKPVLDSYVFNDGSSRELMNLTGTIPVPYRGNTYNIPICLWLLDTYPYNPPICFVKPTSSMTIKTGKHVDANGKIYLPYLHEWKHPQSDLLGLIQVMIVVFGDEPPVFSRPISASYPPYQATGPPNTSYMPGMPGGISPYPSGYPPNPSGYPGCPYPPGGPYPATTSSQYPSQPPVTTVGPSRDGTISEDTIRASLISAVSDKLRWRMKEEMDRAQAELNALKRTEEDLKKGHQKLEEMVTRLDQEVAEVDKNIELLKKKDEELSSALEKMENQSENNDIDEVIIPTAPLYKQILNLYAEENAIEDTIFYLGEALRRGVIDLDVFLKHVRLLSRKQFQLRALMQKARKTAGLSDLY
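Fluorescence anisotropy tracks displacement of a FITC-tagged PTAP peptide (50 nM) from the Tsg101 binding domain (10 uM), following a 20 min room-temperature incubation at pH 7.5.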
BRCA1 expr act – activators of BRCA1 expression. Potency, µM (titrated, usually from 46.1 µM), for inactives: at the highest dose activation, hits mostly activators. AID 624202. 1.1% of 380,000 active. MCF7-BRCA1-FFLuc reporter, luminescence, 48 h; response scale: scaled: vehicle 0%, 10 µM genistein 100%; further: potency means the concentration at half of the fitted maximal effect; nearly all actives have a fitted effect of over 80% in size; some results filed as inactive show a strong effect at the top dose
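MCF7 cells carrying a BRCA1-firefly luciferase reporter (2000 cells/well, phenol-red free MEM) were attached for 2 h at 37 °C, then given compounds for 48 h. Luminescence was read 15 min after luciferase reagent; activity normalized to genistein (10 microM) and DMSO.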
p53 reactivator – restores transcriptional activity of mutant p53; H1299 p53-A138V BP100-luciferase reporter, luminescence, 24 h; Potency, µM (titrated, usually from 92.2 µM), for the others: at the highest dose activity change, positive = activation, hits mostly activators; 0.063% of 320,000 active; further: potency means the concentration at half of the fitted maximal effect; % of control where 0% means no effect; nearly all actives have a fitted effect of over 45% in size
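p53-null H1299 cells stably carrying temperature-sensitive p53-A138V and a BP100-luciferase reporter were pinned with compounds (4-point, 1:5 series) and held 24 hrs at 37 deg C. Luminescence was read 10 min after detection reagent.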
ELG1 DNA repair – inhibitors of ELG1-dependent DNA repair in HEK293T cells. HEK293T ELG1-luciferase reporter, luminescence, 16 h; DNA damage induced by 5-fluorouridine. Potency, µM (series often up to 46.1 µM), without a hit: at the top dose activity change, negative = inhibition, usual class: inhibitors. 2.3% of 330,000 active. AID 504467; further: potency means the concentration at half of the fitted maximal effect; on the % scale 0 is the no-effect control and ±100 the full control effect; nearly all actives have a fitted effect of over 55% in size
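DMSO vehicle served as the neutral condition. Each well held 2,000 cells given 5-fluorouridine plus compound; after 16 hr at 37 °C/5% CO2, ONE-Glo was added and luciferase measured 30 min later.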
AT treatment – candidate therapy for ataxia-telangiectasia | 0.19% of 320,000 active | […] A-T fibroblasts, KAP-1 phosphorylation AlphaLISA; neocarzinostatin DNA damage 30 min before lysis | Potency, µM (titrated, usually from 57.5 µM), without a hit: at the top dose activation, most hits filed as activators; further: potency means the concentration at half of the fitted maximal effect; % of control where 0% means no effect; nearly all actives have a fitted effect of over 45% in size
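hTERT-immortalized A-T patient fibroblasts ([…]), 500 cells/well in OPTI-MEM, 1% FBS, got compounds for 60 min, then NCS for 30 min at 37C. Lysates were then assayed for phospho-KAP-1 by AlphaLISA (anti-pKAP1 donor, anti-KAP1 acceptor beads), 6 hr at 25C.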
a7 integrin act – activators of alpha7 integrin expression for muscular dystrophy; 0.064% of 350,000 active; alpha7betagal myoblasts, beta-gal FDG fluorescence, 48 h; Potency, µM (doses to about 38.3 µM), inactives show top-dose activation, actives largely listed as activators;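 further: potency means the concentration at half of the fitted maximal effect; 100% = response of the positive control SU9516; nearly all actives have a fitted effect of over 60% in size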
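Alpha7betagal+/- myoblasts (passage 13) were plated 16-24 hr, then exposed to compounds (1:260 dilution of DMSO stock) for 48 hours at 37C. After MPER lysis, β-galactosidase reporter activity was read as FDG fluorescence (ex 480/em 540) after 30 minutes.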
B2AR arrestin – agonists driving beta-arrestin recruitment to human beta2-adrenergic receptor. P07550. beta-arrestin recruitment to beta2AR, cell-based reporter. Potency, µM (titrated, usually from 46.1 µM), for inactives: top-dose activation, actives largely listed as activators. 0.02% of 330,000 active. AID 492947;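 further: potency means the concentration at half of the fitted maximal effect; 0% = DMSO controls and full agonism = EC100 isoproterenol or metaproterenol; nearly all actives have a fitted effect of over 65% in size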
Target sequence (P07550 whole entry, looked up): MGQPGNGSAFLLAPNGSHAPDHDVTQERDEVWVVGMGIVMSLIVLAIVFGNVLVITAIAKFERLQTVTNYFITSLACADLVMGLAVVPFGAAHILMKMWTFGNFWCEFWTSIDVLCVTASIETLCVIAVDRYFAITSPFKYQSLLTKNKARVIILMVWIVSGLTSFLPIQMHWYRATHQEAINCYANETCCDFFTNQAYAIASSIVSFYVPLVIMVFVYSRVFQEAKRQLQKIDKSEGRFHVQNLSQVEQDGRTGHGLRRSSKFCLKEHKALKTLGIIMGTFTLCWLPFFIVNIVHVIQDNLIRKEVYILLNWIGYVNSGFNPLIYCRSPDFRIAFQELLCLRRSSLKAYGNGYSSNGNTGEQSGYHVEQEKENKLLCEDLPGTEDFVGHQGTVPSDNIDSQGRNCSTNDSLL
TCR activator – activators of T cell receptors. primary human leukocytes, anti-CD3, IL-2 HTRF, 48 h. 330,000 tested, under 10 active. Potency, µM (highest dose often 9.22 µM), inactives show top-dose activation of IL-2 secretion, actives largely listed as activators. AID 504894; further: % of control where 0% means no effect
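IL-2 produced over 48 hr by a-CD3 bead-stimulated primary human leukocytes exposed to compounds was detected with a homogeneous time-resolved FRET immunoassay, 665nm acceptor signal after 320nm excitation.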
TRPV1 ag – agonists of human vanilloid receptor 1 (TRPV1); Q8NER1; TRPV1-expressing cells, Fluo-8 calcium influx, agonist mode; activation, % at 8.33 µM; 0.19% of 320,000 active; AID 540275; in the data active means activation above about 80%; inconclusive means between about 30% and that limit; further: 0% is about no effect
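Fluo-8 calcium influx in TRPV1-expressing cells, kinetic read (ex 480/em 520 nm). Compound added and read 3 min for agonist activity, followed by capsaicin at EC20 final and 2 min further read for enhancement.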
* marks the source's active call; other numbers are inactive results; ? = inconclusive; nt = not tested or not shown; [ ] = dose if it differs, or a comment. Unless noted, the call rests on the fitted dose curve; in most records, active means well fitted curve in the direction sought with a large enough effect; inconclusive means small, poorly fitted or top-dose-only effect, or another doubt; inactive means no such curve, though single readings can be large; an effect the other way counts as inactive or inconclusive.

SMILES	CXXC DNA block	PTAP TSG101 blk	BRCA1 expr act	p53 reactivator	ELG1 DNA repair	AT treatment	a7 integrin act	B2AR arrestin	TCR activator	TRPV1 ag
Cc1cc(N2CCCCC2)nc2ccccc12	0.7%	0.3%	-0.5%	2.6%	19.1%	5.2%	-10.4%	-0.3%	12.9%	4.8
CCCCn1c(N)c(N(CC)C(=O)c2cc(Br)ccc2Cl)c(=O)[nH]c1=O	3.9%	-0.5%	-18.8%	?	-6.7%	12.6%	0.9%	0.2%	3.0%	0.0
COc1ccc(-c2nc(Cn3c(SCc4ccc(C)cc4)nc4ccncc43)c(C)o2)cc1OC	-16.0%	1.0%	38.3%	6.5%	13µM*	13.8%	6.8%	-0.1%	-1.9%	0.0
COCCn1nnnc1C(c1ccccc1OC)N1CCN(c2ccccc2F)CC1 (stereo not given)	-0.4%	-10.9%	-24.6%	2.7%	-6.6%	-0.2%	6.8%	0.4%	6.1%	3.1
O=C(NC1CC2CCC(C1)N2Cc1ccco1)c1ccccc1 (stereo not given)	6.5%	-0.9%	-5.4%	-2.2%	25.7%	nt	-3.6%	-1.1%	-2.0%[46.1 µM]	1.1
Cc1cc(C)nc(NC(=O)c2ccc([N+](=O)[O-])c(C)c2)n1	8.6%	-1.7%	-0.4%	?	2.8%	6.8%	19.2%	0.0%	-0.2%	-0.2
CCOC(=O)C1CCN(C(c2cc3ccc(C)c(C)c3[nH]c2=O)c2nnnn2C2CCCCC2)CC1 (stereo not given)	5.5%	2.2%	-38.1%	-10.3%	?	-2.1%	23.4%	-1.0%	7.0%	29.7
O=C(/C(=C/O)N=Nc1ccccc1)c1ccncc1	-11.4%	0.1%	-23.5%	13.7%	-13.8%	3.8%	?	0.3%	3.8%	0.3
COc1cnc(SCC(=O)O)[nH]c1=O	-3.3%	0.9%	-1.1%	5.9%	1.0%	0.0%	22.4%	0.0%	2.1%	1.6
COc1ccc(/C=N/NC(=O)Cn2nnc3ccccc32)cc1OC	0.3%	1.9%	-6.2%	-8.7%	11.6%	nt	-15.6%	0.0%	-6.8%[46.1 µM]	-4.4
CC(Oc1ccccc1)C(=O)Nc1cccc(NC(=O)c2ccco2)c1 (stereo not given)	-0.1%	-2.5%	7.8%	-0.9%	-6.2%	nt	3.8%	0.2%	-3.9%	?
Cc1cc(=O)c2ccc3ccccc3c2[nH]1	-10.5%	-2.4%	-10.7%	-1.9%	?	1.0%	?	-0.2%	-1.1%	2.1
O=C(Nc1nc(-c2cccs2)cs1)c1ccc(Cl)cc1	20.2%	-2.8%	5.0%	?	3.8%	7.2%	18.2%	0.2%	6.0%	24.5
CCN(CC)S(=O)(=O)c1ccc(C(=O)NNC(=O)C2CCN(S(=O)(=O)c3ccc(Cl)cc3)CC2)cc1	-4.0%	-3.2%	-35.0%	-8.8%	-20.9%	3.8%	-23.7%	-0.1%	0.3%[46.1 µM]	-7.2
CN(Cc1ccccc1)C(=O)c1cccc(NC(=O)Cc2cccc([N+](=O)[O-])c2)c1	nt	-1.7%	-12.0%	-3.9%	?	-1.1%	-14.8%	0.4%	-4.2%	nt
O=C(NCc1ccc(F)cc1)c1cc2ccccn2n1	10.7%	3.1%	72.6%	13.4%	?	9.6%	9.6%	2.5%	2.2%[46.1 µM]	?
C=CCn1c(SCC(=O)Nc2cc(C)c(Cl)cc2OC)nnc1-c1ccco1	-0.5%	-5.4%	-18.1%	-2.0%	?	0.1%	-32.2%	0.5%	1.5%	-1.6
CCOC(=O)c1cnn(-c2ccc([N+](=O)[O-])cc2)c1N	63.0%	-3.0%	56.7%	4.1%	?	-0.5%	-14.7%	1.7%	4.5%	-2.0
COc1ccc(C(=O)c2c3ccc([N+](=O)[O-])cc3[n+]([O-])n2CCCN)cc1	nt	1.1%	-57.3%	?	-19.9%	6.9%	-32.6%	4.0%	4.6%	5.9
COc1ccc2oc(C(=O)N3CCc4ccccc43)c(C)c2c1	12.3%	0.3%	3.6%	-1.2%	13.4%	10.9%	-30.7%	0.0%	-2.4%	-0.9
Cc1nnc2ccc(-c3cccc(NC(=O)Cc4cccs4)c3)nn12	3.4%	0.8%	-41.4%	-6.8%	?	-2.0%	-4.2%	0.3%	-0.3%	1.6
CC1N(O)C(C)(C)C(c2ccccc2)=[N+]1[O-] (stereo not given)	2.1%	-1.6%	0.8%	20.8%	2.2%	-9.0%	4.0%	-0.8%	9.9%[46.1 µM]	1.1
NC(=O)CN1CCN(CCN2C(=O)c3cccc4cccc(c34)C2=O)CC1	9.1%	0.1%	?	-10.0%	0.1%	-6.1%	-7.4%	-0.1%	1.7%	0.1
CCN(CC)S(=O)(=O)c1cccc(-c2nnc(SCCCC(=O)c3ccc(F)cc3)o2)c1	11.1%	-7.1%	1.7%[1.84 µM]	-2.1%	16.4µM*	25.3%	-44.2%	-0.6%	1.0%	15.2
O=C(NC1CCCCC1)c1ccc(CS(=O)Cc2ccc(Cl)cc2)o1 (stereo not given)	-5.2%	-3.2%	8.5%	-1.8%	-4.8%	1.6%	-1.1%	-0.8%	5.2%	0.2
N=C1CCCN1CC(=O)c1ccc(Br)cc1	-4.6%	-2.9%	?	?	?	0.2%	33.9%	-0.3%	3.8%[46.1 µM]	3.0
O=C(Cc1ccc(F)cc1)Nc1nccs1	-6.7%	-2.7%	5.3%	-18.2%	-4.7%	10.4%	?	-2.5%	-2.8%	1.1
OCC1(CC2CCCCO2)CCN(C/C=C/c2ccccc2)CC1 (stereo not given)	-9.9%	-2.6%	-4.9%	-3.1%	5.5%	7.8%	-8.5%	0.3%	1.1%	-7.9
COc1cccc(CC2(CO)CCCN(Cc3cc(F)ccc3-n3cccn3)C2)c1 (stereo not given)	?	-3.2%	-30.1%	-3.6%	-3.6%	1.0%	5.3%	0.0%	-5.0%	20.5
C#CCn1c(CCNC(=O)c2ccco2)nc2ccccc21	-7.2%	-2.9%	0.0%	8.5%	?	-11.1%	?	-0.9%	-0.3%	4.1
c1ccc(-c2nnc(N3CCN(c4ccccn4)CC3)c3ccccc23)cc1	-3.7%	-1.9%	-69.1%	-30.6%[inhibitor]	13µM*	10.7%	-18.9%	-0.2%	-0.9%	-4.9
CC(C)(C)C(=O)OCCNc1nc(-c2ccccc2)nc2ccccc12	9.0%	-2.6%	-26.8%	-9.8%	?	3.2%	-21.2%	0.1%	2.0%[46.1 µM]	?
COc1cccc2cc(C(=O)N3CCN(c4ccc(C)cc4C)CC3)c(=O)oc12	-0.3%	-2.2%	29.6%	5.8%	2.7%	21.0%	-14.2%	-0.5%	-3.4%	1.8
C=CC(=O)Nc1ccc(Nc2ccnc(Nc3ccc(N4CCN(C)CC4)cc3)n2)cc1	nt	-6.4%	-13.6%	nt	nt	nt	-40.4%	nt	8.0%	nt
Cn1nnnc1SCCNCC#Cc1ccccc1	5.1%	-7.2%	6.5%	2.5%	1.2%	3.2%	-3.1%	0.2%	-0.4%	0.2
O=C(Cc1ccc(Br)cc1)NCCc1ccc(F)cc1	-3.1%	-0.2%	1.3%	-1.7%	7.2%	-3.8%	-5.0%	0.1%	-65.5%	?
C/C(=N\NC(=O)c1cccs1)c1ccc2ccccc2c1	-9.5%	-11.6%	?	10.0%	?	-3.4%	?	-0.1%	0.8%	6.6
COc1ccc(OC)c(C2Nc3c(Cl)ccc(C(=O)O)c3C3C=CCC32)c1 (stereo not given)	-0.3%	-4.9%	-39.7%	-5.0%	-1.1%	-5.1%	-23.3%	-1.1%	-12.1%	6.7
COc1ccc2nc(Nc3nc(CSc4ccc(C)cc4)cc(=O)[nH]3)nc(C)c2c1	5.3%	0.1%	-28.5%	0.4%	?	-3.8%	-8.8%	-0.4%	1.2%	-0.6
C[n+]1cnc(-c2ccccc2)cc1-c1ccccc1	8.6%	-3.4%	-3.7%	1.8%	-16.0%	-2.0%	6.5%	-0.3%	3.0%[46.1 µM]	0.0
Cc1cc(C)c(NC(=O)CN(C)C(=O)c2ccc(OCc3ccccc3)cc2)c(C)c1	nt	-13.1%	95.0%	24.1%	?	-15.2%	-8.3%	-0.1%	6.0%	2.3

As entered above.
CC(C)(C)C(=O)OCCNc1nc(-c2ccccc2)nc2ccccc12 | BRCA1 expr act: -26.8%
COc1ccc2nc(Nc3nc(CSc4ccc(C)cc4)cc(=O)[nH]3)nc(C)c2c1 | TRPV1 ag: -0.6

Looked up by structure from the entries so far (2):
SMILES	CXXC DNA block	PTAP TSG101 blk	BRCA1 expr act	p53 reactivator	ELG1 DNA repair	AT treatment	a7 integrin act	B2AR arrestin	TCR activator	TRPV1 ag
c1ccc(-c2nnc(N3CCN(c4ccccn4)CC3)c3ccccc23)cc1	-3.7%	-1.9%	-69.1%	-30.6%[inhibitor]	13µM*	10.7%	-18.9%	-0.2%	-0.9%	-4.9
CC(C)(C)C(=O)OCCNc1nc(-c2ccccc2)nc2ccccc12	9.0%	-2.6%	-26.8%	-9.8%	?	3.2%	-21.2%	0.1%	2.0%[46.1 µM]	?
